# 4MU fluor = compounds fluorescent in 4-MU spectral region; max dye-equivalent concentration, M; compound autofluorescence, 340/450 nm, 4-MU equivalents; active compounds read high; 11% of 59,000 active; in the data active = max dye-equivalent concentration above about 10 nM; inconclusive = mostly about 1.1 nM to 9.6 nM
#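 Compounds in 100 mM Tris, pH 8.0, sat 15 min at room temperature before fluorescence was read at 340 nm excitation/450 nm emission; a per-plate six-point 4-MU standard curve converted signals to dye-equivalent concentration at each compound concentration.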
# UbGFP stabilizer = proteasome inhibitors stabilizing ubiquitin-GFP reporter. Ubiquitin-GFP reporter cells, proteasome inhibition, GFP fluorescence; response scale: untreated = 0%, 10 µM MG-132 = 100%. AID 526. Potency, µM (series often up to 45.9 µM), for inactives: top-dose activation (GFP accumulation), actives largely listed as activators. 67,000 tested, under 10 active; active = well fitted activation curve with a large enough effect, not every such curve was filed as active; inconclusive = small, poorly fitted or top-dose-only effect, or another doubt; inactive = no such curve, though single readings can be large or run the other way; note: potency is the fitted concentration of half-maximal effect
#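 GFP accumulation read-out: laser plate cytometry counting ubiquitin(G76V)-GFP-expressing U2OS cells after 4 hr compound exposure at 37 °C. Titrations spanned 46 uM to 2.9 nM; 0% = basal, 100% = 10 uM MG-132; concentration-response curves fitted.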
# HBB splicing = hemoglobin beta splicing modulation | HBB splicing reporter cell assay, activation; EGFP reporter with mutant IVS2-654 intron; response scale: normalised to 500 nM splice-correcting PNA | Potency, µM (titrated, usually from 46.1 µM), for inactives: at the highest dose activation, usual class: activators | 0.06% of 65,000 active; note: potency is the fitted concentration of half-maximal effect; 0% is about no effect
#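 HeLa cells stably expressing EGFP interrupted by mutant beta-globin intron 2 (IVS2-654), 500/well in 2% FCS. Treated with compound for 2 days at 37C. Splicing correction scored as total well GFP intensity (488 nm excitation, 500-520 nm emission); 500 nM antisense PNA served as control.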
# Luciferase inh = inhibitors of firefly luciferase. P08659. purified firefly luciferase, luminescence, 8 min. Potency, µM (titrated, usually from 57.1 µM), for inactives: at the highest dose activity change, negative = inhibition, usual class: inhibitors. 2.2% of 72,000 active; note: potency is the fitted concentration of half-maximal effect; % is set by controls: 0 for no effect and ±100 for the full control effect; nearly all actives have a fitted effect of over 40% in size
# Target sequence (P08659 whole entry, looked up): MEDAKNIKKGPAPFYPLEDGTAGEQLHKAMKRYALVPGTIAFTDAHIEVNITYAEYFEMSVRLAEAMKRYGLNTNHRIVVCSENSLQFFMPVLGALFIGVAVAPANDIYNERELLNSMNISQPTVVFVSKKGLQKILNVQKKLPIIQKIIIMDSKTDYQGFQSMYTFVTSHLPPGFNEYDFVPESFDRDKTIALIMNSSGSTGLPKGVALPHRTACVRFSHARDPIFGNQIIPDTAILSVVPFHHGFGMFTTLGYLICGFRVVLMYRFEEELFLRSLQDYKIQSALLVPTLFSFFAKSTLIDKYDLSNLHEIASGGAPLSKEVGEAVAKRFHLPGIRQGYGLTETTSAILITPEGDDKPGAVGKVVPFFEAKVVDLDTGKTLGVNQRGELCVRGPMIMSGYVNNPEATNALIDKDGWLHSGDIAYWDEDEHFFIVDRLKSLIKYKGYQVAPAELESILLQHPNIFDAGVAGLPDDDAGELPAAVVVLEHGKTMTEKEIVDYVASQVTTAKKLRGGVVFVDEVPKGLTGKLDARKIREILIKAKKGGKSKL
#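 Compounds were tested as concentration series (qHTS) against purified P. pyralis luciferase with luciferin and 10 uM ATP in 50 mM imidazole pH 7.2, 50 mM KCl, 7 mM MgCl2, 0.01% Tween 20, 0.05% BSA. Luminescence was read after 8 min at ambient temperature.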
# Fluorescein fluor = fluorescein region autofluorescence. max fluorescein-equivalent concentration, M. Compound autofluorescence, 480/540 nm, fluorescein-equivalent; active compounds read high. AID 593. 0.91% of 59,000 active; in the data active = max fluorescein-equivalent concentration above about 10 nM; inconclusive = between about 1.1 nM and that limit
#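 Spectral profiling of library compounds in the fluorescein window (480 nm excitation, 540 nm emission) after 15 min at room temperature in pH 8.0 Tris (100 mM). Values are dye-equivalent concentrations.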
# Hsp90 Hop PPI = changes Hsp90-Hop TPR2A binding signal, up or down; 0.44% of 71,000 active; Potency, µM (titrated, usually from 57 µM), without a hit: at the top dose activity change, negative = inhibition; AlphaScreen TPR2A-His6 binding biotin-Hsp90 C-terminal peptide; active = well fitted curve in either direction with a large enough effect; inconclusive = small, poorly fitted or top-dose-only effect, or another doubt; note: potency is the fitted concentration of half-maximal effect; % is set by controls: 0 for no effect and ±100 for the full control effect; many of its hits are not listed in these tables
# ERK AVP inh = blocks ERK signaling stimulated by vasopressin. HEK293-V1b, vasopressin-stimulated pERK AlphaScreen. Potency, µM (series often up to 57.5 µM), for the others: at the highest dose activity, negative = inhibition, most hits filed as inhibitors. 0.99% of 72,000 active; note: potency is the fitted concentration of half-maximal effect; % is set by controls: 0 for no effect and ±100 for the full control effect; nearly all actives have a fitted effect of over 55% in size
#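 HEK293 cells stably expressing V1b receptor, preincubated 30 min at 37 °C with compound, then stimulated 5 min with 25 nM vasopressin. Phospho-ERK by AlphaScreen SureFire after 5 h RT; normalized to DMSO and vasopressin; AC50 by Hill fit.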
# GFP derepression = epigenetic modulators derepressing GFP locus in mouse cells; mouse C127i GFP locus derepression, cytometry, 30 h; Potency, µM (doses to about 46.1 µM), for inactives: top-dose GFP derepression (activation); 0.09% of 68,000 active; note: % of control where 0% means no effect
#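 Derepression screen: silenced CMV-GFP reporter in murine C127i cells, 30 h compound incubation at 37 C, washed cells imaged by laser-scanning cytometer to enumerate GFP-expressing objects of 20 to 120 um.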
# A350 fluor = compound fluoresces in the Alexa 350 spectral region; max dye-equivalent concentration, M; Compound autofluorescence, 340/450 nm, Alexa 350 dye-equivalents; active compounds read high; 11% of 59,000 active; in the data active = max dye-equivalent concentration above about 10 nM; inconclusive = mostly about 1.1 nM to 9.6 nM
# CRE-bla Fsk = modulators of forskolin-stimulated CRE signaling in CHO cells; Potency, µM (highest dose often 38.2 µM), without a hit: at the top dose activity change, negative = inhibition, actives largely listed as activators; CHO CRE-bla reporter (cAMP response element driving beta-lactamase), forskolin EC10, beta-lactamase ratio; 2.5% of 71,000 active; active = well fitted activation curve with a large enough effect in the signal ratio, with a control signal flat, not every such curve was filed as active; inconclusive = small, poorly fitted or top-dose-only effect, or effect the other way, or a change in a side signal; the % refers to the signal ratio; note: potency is the fitted concentration of half-maximal effect; % of control where 0% means no effect
#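 The 460nm/530nm emission ratio after CCF4 loading defined %Activity, from which AC50 values were obtained. CRE-bla CHO cells received compound dilution series together with an EC10 level of NKH 477 for 3 hours at 37 degrees Celsius.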
# Texas Red fluor = Texas Red region autofluorescence; Compound fluorescence, Texas Red channel, 547/618 nm; active compounds read high; max dye-equivalent concentration, M; 0.06% of 59,000 active; AID 587; in the data active = max dye-equivalent concentration above about 10 nM; inconclusive = between about 1.1 nM and that limit
#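 Fluorescence at ex 547/em 618 nm, normalized against an on-plate Texas Red standard series to give dye-equivalent concentration per compound concentration. Buffer 100 mM Tris, pH 8.0; 15 min RT incubation before CCD imaging.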
# The depositor's hits bear a star; i = inactive; ? = inconclusive; . = not tested or not shown; & = joins results of further samples; [ ] = another dose, or the depositor's remark. Unless noted, calls come from the whole dose curve; as a rule, active = well fitted curve in the direction sought with a large enough effect; inconclusive = small, poorly fitted or top-dose-only effect, or another doubt; inactive = no such curve, though single readings can be large; an effect the other way counts as inactive or inconclusive. Only part of the results is shown; the hit share may differ from the screen's.
SMILES,4MU fluor,UbGFP stabilizer,HBB splicing,Luciferase inh,Fluorescein fluor,Hsp90 Hop PPI,ERK AVP inh,GFP derepression,A350 fluor,CRE-bla Fsk,Texas Red fluor
COc1ccc(NC(=O)CNS(=O)(=O)c2ccccc2)cc1Cl,i,1%,0.4%,3%,i,-6%,-14%,-5%,i,-23%,i
CSC1=NCCN1C(=O)COc1ccccc1,.,9%,0.1%,-6%,.,0%,-17%,1%,.,-5%,.
CCC(=O)c1ccc(OCCSc2ncccn2)cc1,i,4%,-0.9%,-13%,i,5%,-11%,4%,i,14%,i
COc1ccc(C2CC(=O)C=C(NCC3CCCO3)C2)cc1 (stereo unspecified),.,14%,-0.5%[9.22 µM],0%,.,0%,5%,3%,.,2%,.
C1=CC2CC1CC2CNCc1ccco1 (stereo unspecified),i,-1%,-4.2%,6%,?,-1%,4%,4%,i,-3%,i
CCOC(=O)C1CCCN(C(=O)c2ccccc2NC(C)=O)C1 (stereo unspecified),i,-1%,1.8%,1%,i,-4%,12%,0%,i,-7%,i
Cn1c(N)c(N=Nc2ccc(S(N)(=O)=O)cc2)c(=O)n(C)c1=O,i,-3%[9.17 µM],4.5%[9.22 µM],3%[11.4 µM],?,-3%[11 µM],-2%[11.5 µM],2%[9.22 µM],i,3%[7.6 µM],i
O=c1[nH]c(-c2ccccc2O)nc2c1CCCC2,2.1e-07M*,2%,6.2%[1.84 µM],-1%,i,1%,-2%,-2%,7.6e-08M*,?,i
Cc1ccc(-c2nnc(SCC(=O)N3CCCC3)o2)cc1C,i,-3%,-3.7%,-6%,?,-2%,6%,-4%,i,?,i
COc1ccccc1-c1nc(C#N)c(NCc2ccc(F)cc2)o1,1.2e-08M*,3%,4.2%[0.369 µM],-3%,?,-21%,-20%,0%,1.6e-08M*,13µM*,i
CCOc1cccc(C(=O)Nc2cc(-c3nn4c(C)nnc4s3)ccc2C)c1,.,-3%,-1.0%,2%,.,-3%,.,.,.,7%,.
Cn1c(=O)c2ncn(CC(=O)NCCC3=CCCCC3)c2n(C)c1=O,i,-5%,2.6%,1%,?,-2%,-6%,0%,i,?,i
CCOc1ccc(C(=O)C2CCN(CC(=O)Nc3ccccc3N3CCOCC3)CC2)cc1,i,-1%,-2.9%,0%,?,-2%,9%,1%,i,?,?
O=C(Nc1cccc(-c2nnc(-c3ccccc3)o2)c1)c1ccc(Br)o1,i,3%,-1.3%,0%,?,-7%,?,-2%,i,?,i
CCCC(c1nnnn1CCOC)N1CCN(c2cccc(OC)c2)CC1 (stereo unspecified),i,-10%,.,1%,i,-7%,-23%,-1%,i,-10%,i
C=CCn1c(=N)c(C(=O)OC)cc2c(=O)n3cccc(C)c3nc21,2.3e-06M*,-2%,-0.3%[57.5 µM],-3%,?,1%,-4%,0%,2.6e-06M*,10%,i
N#CC1=C2SCN(c3ccccc3)CN2C(=O)CC1c1c(Cl)cccc1Cl (stereo unspecified),.,0%,-1.0%,-21%,.,2%[2.3 µM],?,.,.,?,.
CC1CCCCC1NC(=O)C1Cc2ccccc2CN1S(C)(=O)=O (stereo unspecified),i,-7%,1.5%,1%,i,?,11%,1%,i,?,i
CC(C)c1nnc(SCc2ccc(CSc3nnc(C(C)C)n3N)cc2)n1N,i,0%,-1.0%,0%,i,-3%,-2%,2%,i,-8%,i
NC(=O)OCC(COC(N)=O)c1ccccc1,?,-3%&-5%,0.0%,0%[25.5 µM],?,1%&-4%,13%,0%[20.6 µM],?,-24%&-2%,?
CC(C)Nc1nnc(SCC(=O)Nc2ccc(F)cc2)s1,i,-1%,-1.6%,0%,?,-1%,5%,-1%,i,?,i
O=C(c1ccncc1)N(Cc1cc2ccccc2[nH]c1=O)C1CCCCC1,i,-4%,0.4%[1.84 µM],2%,i,-1%,-7%,4%,i,5%,?
CSCC[C@H](NC(=O)Nc1ccc(C)cc1)C(=O)O,3.7e-08M*,-1%,2.2%[57.5 µM],-3%,i,-3%,5%,2%,5.4e-08M*,-2%,?
CCC1SC2=NCN(c3ccccc3)CN2C1=O (stereo unspecified),i,4%,1.3%,-1%,i,-5%,6%,1%,i,-7%,i
Cn1c(C(=O)NCC2CCCO2)cc2c(=O)n3ccccc3nc21 (stereo unspecified),7.3e-06M*,-9%,-0.8%,1%,i,-1%,8%,-1%,6.9e-06M*,2.5µM*,i
COc1cc(NC(=O)c2ccc(-c3ccc(Br)cc3)o2)ccc1NC(=O)C(C)C,3.7e-08M*,2%,-1.6%,0%,?,-1%,-6%,-2%,3.4e-08M*,?,?
CC(NC(=O)C(CC(=O)OC(C)(C)C)NC(=O)OC(C)(C)C)C(N)=O (stereo unspecified),i,7%,.,2%,i,-3%,13%,-2%,i,3%,i
CSCCC1(C(=O)O)NC(c2ccccc2O)C2C(=O)N(C(C)C)C(=O)C21 (stereo unspecified),.,2%,-0.2%,0%,.,-2%,.,.,.,-10%,.
Fc1cccc(F)c1CN1CCN(c2ncccn2)CC1,i,-3%,-0.9%,4%,i,0%,1%,4%,i,1%,?
COc1ccc(Cl)cc1NC(=O)CN1CCC(n2nnc3cc(F)ccc32)CC1,i,1%,.,2%,i,-1%,9%,5%,i,3%,i
CS(=O)(=O)N(CC(=O)N1CCN(c2ccccc2)CC1)c1cccc(Br)c1,.,22%,0.1%[9.22 µM],2%,.,-3%,-2%,-2%,.,-10%,.
Cc1cc(-n2c(C)cc(C(=O)COC(=O)CN=C3NS(=O)(=O)c4ccccc43)c2C)no1,i,8%,-0.3%,2%,i,-4%,10%,0%,i,0%,i
CN(CCNC(=O)C1CCN(S(=O)(=O)N2CCOCC2)CC1)CCc1ccccc1,i,-5%,-2.6%,1%,i,0%,26%,1%,i,?,i
COc1ccc(NC(=O)N2CC3(CCN(C(=O)c4ccc(OC)cc4)CC3)C2)cc1,i,0%,2.2%,1%[11.4 µM],?,-3%,7%,0%[9.22 µM],i,-7%,i
CC(C)CN(C(=O)COC(=O)Cc1c[nH]c2ccccc12)C1CCS(=O)(=O)C1 (stereo unspecified),i,2%,-1.8%,-1%,i,-3%,15%,-1%,?,-20%,i
O=C(O)CCC(=O)c1ccc2sc3ccccc3c2c1,i,-1%[9.17 µM],2.6%[9.22 µM],-2%[11.4 µM],i,-4%[11 µM],5%[11.5 µM],-1%[9.22 µM],i,10%[7.6 µM],i
Cc1ccc(C)n1-n1cnc2sc(-c3ccccc3)cc2c1=O,i,-3%,-2.4%,-2%,?,-3%,-26%,1%,i,-8%,?
CC(=O)Nc1ccc(NC(=O)c2cccc(C(=O)OC(C)C)n2)cc1,i,6%,-1.1%,-9%,i,1%,7%,1%,i,?,i
Cc1ccc(OCc2nnc(SCC(=O)NCc3ccccc3)n2C)cc1,i,-1%,0.9%,2%,i,-1%,11%,0%,i,-9%,?
CN(Cc1ccc(O)cc1)C1CCCCC1,.,0%[9.17 µM],-2.8%[0.0738 µM],2%,.,-3%[11 µM],18%,-2%,.,?,.
O=C(c1ccco1)N1CCC2(CC1)CN(c1ncccn1)C2,i,-9%,5.0%,-1%[11.4 µM],i,-1%,21%,0%[9.22 µM],i,-19%,i
Cc1oc(CSCC2CCCO2)cc1C(=O)O (stereo unspecified),i,-2%,0.0%,1%,i,-5%,1%,0%,i,-11%,i
COc1ccc(-c2nn(C)c(=O)c3ccccc23)cc1NS(C)(=O)=O,i,.,.,-1%[25.5 µM],?,.,.,-2%[20.6 µM],i,.,i
COc1cc(OC)cc(C(=O)N2CCN=C2SCc2cccnc2)c1,.,0%,0.7%,2%,.,0%,-23%,0%,.,-6%,.
O=C(Nc1nc(-c2ccccc2)cs1)c1cccs1,.,-12%,-0.7%[9.22 µM],13µM*,.,5%,16µM*,-2%,.,-10%,.
CCOC(=O)c1c(NC(=O)c2ccn(CC)n2)sc2c1CCCC2,1.1e-07M*,3%,-0.4%,0%,i,?,-3%,0%,8e-08M*,?,i
COc1ccc(S(=O)(=O)n2nc(OC(=O)c3ccccc3)cc2N)cc1,1.3e-08M*,1%,.,-1%,i,1%,-12%,2%,1.4e-08M*,-10%,i
COC(=O)c1nc2n(n1)C(c1ccccc1OC)C1=C(CCCC1=O)N2 (stereo unspecified),i,-7%,-2.8%,-7%,?,-24%,14%,-3%,i,22%,i

# Part of the list above with just GFP derepression.
canonical_smiles | GFP derepression
CS(=O)(=O)N(CC(=O)N1CCN(c2ccccc2)CC1)c1cccc(Br)c1 | -2%
CC(C)CN(C(=O)COC(=O)Cc1c[nH]c2ccccc12)C1CCS(=O)(=O)C1 (stereo unspecified) | -1%

# Bioassay records (PubChem)
